Fam108B counter = Fam108B inhibition, counter-screen for RBBP9 inhibitors; 300,000 tested, 0.33% active; AID 1947; recombinant Fam108B, FP-Rh probe fluorescence polarization; inhibition, % at 9.51 µM;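 active = inhibition above the screen mean inhibition plus 3 SD, computed separately per campaign, cut at about 18% in these data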;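 note: inhibitors lower polarization as less probe binds the enzyme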
BCLXL inh = Bcl-xL (human) inhibition; AID 2129; 320,000 tested, 0.7% active; GST-Bcl-xL / FITC-Bim BH3 peptide fluorescence polarization; inhibition, % at 10.9 µM; Q07817;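 active = inhibition above the mean of all tested compounds plus 3 SD, cutoff set per campaign, cut at about 30% in these data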;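 note: 0% = DMSO wells and 100% = unlabeled Bim-BH3 peptide competitor; inhibitors lower millipolarization by displacing the labeled peptide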
Target sequence (Q07817 whole entry, looked up): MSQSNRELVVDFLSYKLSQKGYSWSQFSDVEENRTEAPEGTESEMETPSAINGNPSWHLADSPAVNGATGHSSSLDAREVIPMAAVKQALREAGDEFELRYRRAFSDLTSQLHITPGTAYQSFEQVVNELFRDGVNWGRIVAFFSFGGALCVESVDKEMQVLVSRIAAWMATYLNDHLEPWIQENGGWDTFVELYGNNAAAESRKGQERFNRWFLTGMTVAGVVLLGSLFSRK
GLD-1 TGE inh = GLD-1-TGE RNA interaction inhibition (C. elegans); inhibition, % at 5.96 µM; purified GLD-1 + fluorescein TGE RNA, fluorescence polarization; Q17339; 320,000 tested, 0.44% active;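 active = percent inhibition above a per-plate cutoff, the plate mean of test compounds plus 3 SD, cut at about 30% in these data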;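 note: 0% = DMSO wells with GLD-1 and probe and 100% = wells lacking GLD-1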
PAFAH1B2 inh = PAFAH1B2 (human) inhibition; P68402; recombinant PAFAH1B2, FP-rhodamine activity probe, fluorescence polarization; inhibition, % at 3.39 µM; 340,000 tested, 1.2% active;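 active = inhibition above the mean of all tested compounds plus 3 SD, cut at about 24% in these data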;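 note: 0% = enzyme with DMSO and 100% = wells lacking PAFAH1B2; many of its hits are not listed in these tables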
Target sequence (P68402 whole entry, looked up): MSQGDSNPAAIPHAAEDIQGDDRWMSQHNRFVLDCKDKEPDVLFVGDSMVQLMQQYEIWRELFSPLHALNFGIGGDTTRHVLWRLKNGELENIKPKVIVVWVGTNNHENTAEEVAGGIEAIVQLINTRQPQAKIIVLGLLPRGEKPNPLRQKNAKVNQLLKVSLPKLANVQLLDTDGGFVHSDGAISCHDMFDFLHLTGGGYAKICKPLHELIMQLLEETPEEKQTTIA
MEX-5 binding = C. elegans MEX-5 TCR-2 RNA binding activity. Q9XUB2. MEX-5/FITC-TCR2 RNA binding, fluorescence polarization; active compounds read low. activity score (negative = inhibition of binding), % at 10 µM. 300,000 tested, 0.38% active. AID 1832;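 active = inhibition past about -25% in most replicates, and total fluorescence under double the plate's negative control median, limit read from the data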;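 note: 0% = DMSO and -100% = 5 µM competing unlabeled TCR2 RNA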
Target sequence (Q9XUB2 whole entry, looked up): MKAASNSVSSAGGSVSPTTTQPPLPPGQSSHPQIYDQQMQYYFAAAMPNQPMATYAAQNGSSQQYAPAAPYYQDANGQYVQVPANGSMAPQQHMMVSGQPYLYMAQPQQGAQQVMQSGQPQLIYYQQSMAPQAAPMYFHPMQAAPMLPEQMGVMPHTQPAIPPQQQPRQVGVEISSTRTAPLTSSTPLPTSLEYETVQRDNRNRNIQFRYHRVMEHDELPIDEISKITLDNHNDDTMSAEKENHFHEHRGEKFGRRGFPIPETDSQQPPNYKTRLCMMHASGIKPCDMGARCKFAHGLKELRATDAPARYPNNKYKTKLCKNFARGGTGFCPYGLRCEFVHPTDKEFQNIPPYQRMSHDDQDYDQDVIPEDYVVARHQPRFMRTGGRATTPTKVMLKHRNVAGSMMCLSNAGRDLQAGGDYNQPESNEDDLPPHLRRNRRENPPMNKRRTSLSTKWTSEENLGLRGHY
pPAFAH inh = inhibitors of human plasma PAF acetylhydrolase (pPAFAH). inhibition, % at 3.39 µM. 330,000 tested, 1.5% active. AID 463082. recombinant pPAFAH, FP-rhodamine probe fluorescence polarization. Q13093;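 active = inhibition above the mean inhibition across the screen plus 3 SD, cut at about 25% in these data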;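 note: inhibitors block binding of the rhodamine activity-based probe so polarization drops; 0% = enzyme with DMSO and 100% = wells lacking pPAFAH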
MCL1 BIM primary = disrupts human MCL1 binding to BIM-BH3 peptide | Q07820 | inhibition, % at 10.9 µM | GST-MCL1 / FITC-Bim-BH3 fluorescence polarization | 320,000 tested, 0.68% active;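 active = inhibition above the mean inhibition of all tested compounds plus 3 SD, set per campaign, cut at about 40% in these data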;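 note: 0% = DMSO wells and 100% = unlabeled Bim-BH3 peptide control; higher means more loss of mP so more displacement of Bim peptide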
AHR act = activates the human aryl hydrocarbon receptor; 320,000 tested, 2.5% active; activation, % at 5 µM; AHR-responsive luciferase reporter cells, luminescence; P35869; in the data active = activation above about 47%;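 note: 0% = vehicle wells and 100% = reference agonist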
PME-1 inh = blocks human protein phosphatase methylesterase 1; Q9Y570; recombinant PME-1, FP-Rh probe fluorescence polarization; inhibition, % at 5.9 µM; 320,000 tested, 0.53% active; AID 2130;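 active = inhibition above the campaign mean of all compounds plus 3 SD, cut at about 26% in these data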;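 note: competitive labeling of PME-1 active site by serine hydrolase directed probe; 0% = PME-1 with DMSO and 100% = wells lacking PME-1 enzyme; inhibitors block probe labeling so polarization falls and inhibition rises; many of its hits are not listed in these tables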
Active calls of the source: *; . = not tested or not shown. This is a subset. The share of hits here may be higher or lower than overall.

canonical_smiles | MCL1 BIM primary | PAFAH1B2 inh | pPAFAH inh | AHR act | GLD-1 TGE inh | PME-1 inh | MEX-5 binding | BCLXL inh | Fam108B counter
COCCn1c(=NC(=O)c2cc(Cl)sc2Cl)sc2cc(S(N)(=O)=O)ccc21 | 3 | -6 | 0 | 3 | 3 | -10 | -7.0 | 2 | -12
COC(=O)c1cc2ccccn2c2c(C(=O)OC)c(C(=O)OC)cc1-2 | 21 | 1 | 6 | 0 | 7 | 5 | -0.3 | 21 | -1
CS(=O)(=O)NNC(=O)CN1C(=O)C2C3C=CC(C3)C2C1=O (stereo not given) | 4 | 1 | 1 | -1 | 6 | -2 | -1.1 | 5 | 1
CCOc1ccccc1NC(=O)CSc1nnc(CNC(=O)c2ccccc2F)o1 | 3 | 0 | 4 | 9 | 1 | 1 | . | 4 | -2
O=[N+]([O-])c1cccc(OCCCN2CCC(Cc3ccccc3)CC2)c1 | 0 | 2 | -1 | 0 | 9 | 3 | -0.1 | -1 | 0
CC(C)NS(=O)(=O)c1ccc(OCC(=O)NCc2ccco2)cc1 | -3 | -1 | 4 | 0 | 1 | -3 | 1.9 | 9 | -1
CCOC(=O)c1ccccc1NC(=O)CN1C(=O)c2ccccc2S1(=O)=O | 9 | 11 | -5 | 0 | 6 | 4 | -1.8 | 3 | -1
O=C(CSc1nc2ccccc2n1Cc1ccccc1)N/N=C/c1ccco1 | -5 | 2 | 1 | 2 | -8 | 1 | -1.2 | -5 | 0
COc1ccc(CN(C(=O)c2cccs2)C(C(=O)NC2CCCCC2)c2ccc3ncccc3c2)cc1 (stereo not given) | 6 | 9 | 0 | -1 | 3 | -8 | 1.1 | 4 | -2
COc1nc(-c2ccc(Cl)cc2)ccc1-c1noc(-c2cccs2)n1 | -3 | 2 | 0 | 6 | -6 | 1 | -16 | -1 | -1
Cc1cccn2c(=O)c3cc(C#N)c(=O)n(-c4c(C)n(C)n(-c5ccccc5)c4=O)c3nc12 | 8 | 1 | 6 | 10 | 6 | 1 | -1.3 | 5 | 0
CCN(Cc1nc(-c2ccc(OC)cc2)no1)C(=O)c1ccc2c(c1)OCO2 | -4 | 0 | 1 | 2 | -4 | 0 | -0.5 | 1 | -2
COc1ccc(C(=O)OCC(=O)NCc2ccco2)cc1S(=O)(=O)N1CCN(c2cccc(Cl)c2)CC1 | 1 | 0 | 15 | -5 | 0 | -14 | -0.8 | 0 | -13
O=C(CSc1nc2cc(S(=O)(=O)N3CCOCC3)ccc2o1)NC1CCCc2ccccc21 (stereo not given) | 5 | 5 | 1 | 4 | -2 | 24 | -0.9 | 4 | -1
CCOC(=O)C1CCN(C(=O)CS(=O)(=O)Cc2nc(-c3ccccc3Cl)oc2C)CC1 | 7 | 0 | 0 | 4 | -2 | -3 | -0.4 | 10 | 5
CCN(Cc1ccccc1)C(=O)CN1C(=O)NC(CC)(c2ccc(F)cc2)C1=O (stereo not given) | -7 | -1 | -6 | 0 | -5 | 1 | -1.5 | -1 | 4
CC1=C/C(=C\c2ccc(Br)o2)C(=O)O1 | 7 | -5 | 3 | -3 | 3 | -4 | -3.7 | 2 | 3
COc1cccc(C2CC(c3ccc(NS(C)(=O)=O)cc3)=NN2C(=O)c2ccccc2)c1OC (stereo not given) | -11 | 5 | 8 | 2 | -6 | 0 | 4.6 | -12 | 2
COc1ccc(/C=C2\Oc3ccccc3C2=O)cc1 | . | 4 | 1 | 6 | 1 | . | . | . | .
CC1CCC/C(=N\NC(=S)Nc2ccccc2)C1 (stereo not given) | 6 | 10 | 1 | 22 | 1 | 1 | -1.4 | 1 | 1
CCS(=O)(=O)c1ccc(-c2cccc(NC(=O)COc3ccccc3)c2)nn1 | -8 | -2 | 4 | 0 | 4 | 3 | 1.4 | -3 | 2
COc1ccc(/C=N/NC(=O)CSCC(=O)Nc2ccccc2)cc1 | -2 | 1 | 5 | 0 | 0 | -4 | 1.3 | 3 | 3
CC(=O)N(C(C)=O)S(=O)(=O)c1ccc(N=NN2CCOCC2)cc1 | 7 | 3 | -3 | 0 | 1 | -5 | -1.0 | 5 | -3
Cc1noc(C)c1COc1ccc(CC(=O)NCCc2ccccn2)cc1 | -5 | 2 | 1 | -2 | 1 | 3 | -0.1 | -2 | 2
CCOc1ccccc1CN1CCN(Cc2nc3c(s2)CCCC3)CC1CCO (stereo not given) | 18 | 1 | -5 | 3 | 7 | 7 | 0.3 | 10 | 3
Cc1cc(C)n(C(=O)/C(C#N)=N\Nc2ccccc2[N+](=O)[O-])n1 | -2 | -1 | 0 | 2 | -6 | 8 | 1.2 | 3 | -2
Nc1ncnc2c1CCC2 | 11 | 2 | -1 | -1 | -2 | -3 | -1.1 | 3 | 0
COc1cc2[nH]c(C(=O)N3CCN(c4ccc(F)cc4)CC3)cc2c(OC)c1OC | 0 | 3 | 2 | 2 | -2 | 3 | -1.3 | 5 | 1
O=C(CCSc1nnc2ccccn12)Nc1ccc2c(c1)OCO2 | 4 | 5 | 6 | 7 | 1 | 4 | -1.3 | 4 | -2
COc1ccc(NC(=O)c2sc3nc(C)cc(C)c3c2N)cc1 | -2 | 3 | 6 | 0 | 9 | 7 | -0.2 | 1 | 4
COc1cccc(C(=O)NNC(=O)C(=O)Nc2ccc(C)cc2)c1 | 3 | 5 | 2 | 2 | 4 | 2 | -1.7 | 4 | -2
Cc1ccc(OC(=O)c2ccc(S(=O)(=O)N(C)C)cc2)c(-n2nc3ccccc3n2)c1 | 0 | 3 | 8 | 20 | -1 | -4 | 0.7 | -5 | -7
Cc1cc(C(=O)OCC(=O)Nc2ncc(C(F)(F)F)cc2Cl)c(C)o1 | 14 | 5 | 7 | 7 | 11 | 4 | -9.4 | 13 | 3
Cc1ccc2c(c1)N(C(=O)CCC(=O)NCCCN1CCC(Cc3ccccc3)CC1)CCO2 | 6 | 0 | 2 | -2 | 5 | 0 | -1.2 | 6 | -3
O=C(O)c1ccc2c(c1)C1C=CCC1C(c1ccncc1)N2 (stereo not given) | 19 | 1 | 25* | 1 | 9 | -22 | -24 | 18 | 6
COc1ccc(CCN2CC(C(=O)Nc3cccc(C(C)=O)c3)CC2=O)cc1OC (stereo not given) | -1 | 4 | 3 | 0 | 7 | -7 | -0.3 | 7 | -1
COc1ccc(CN2CCC(=O)N([C@H](CO)CC(C)C)CC2)cc1 | 3 | 5 | 5 | 1 | 5 | 4 | -2.9 | 4 | -5
O=C1CCc2cc(S(=O)(=O)N3CCC(C(=O)NC4CCCC4)CC3)ccc2N1 | 4 | -1 | 6 | -2 | 6 | -4 | 0.4 | 4 | 0
CC(C)OC(=O)CSc1nnc(-c2cnccn2)n1Cc1ccco1 | -7 | 3 | 7 | 2 | 0 | 0 | 0.3 | -6 | 1
Cc1ccc2c(C)nc(N/C(N)=N/S(=O)(=O)c3ccccc3)nc2c1 | -8 | -15 | 2 | -5 | -5 | -4 | 0.4 | -2 | -54
CCn1c(CN2CCN(Cc3ccc(C)cc3)C(CCO)C2)nc2ccccc21 (stereo not given) | 3 | 4 | 3 | 3 | 0 | 2 | -3.5 | 0 | -1
CC(=O)Nc1ccc2c(c1)OCCO2 | 2 | 0 | 4 | 7 | 1 | -3 | 1.1 | 0 | 3
COc1cccc(NC(=S)N/N=C2\CC(C)(C)Oc3ccc(O)cc32)c1 | 11 | 6 | 1 | 22 | -2 | 22 | 1.0 | 4 | 4
COC(=O)CNC(c1ccccc1)c1cc(Br)ccc1NC(=O)CCN1CCOCC1 (stereo not given) | 15 | 1 | 1 | -4 | 0 | -2 | -0.1 | 8 | 1
O=C(Nc1ccc(C(=O)N2CCCCC2)cc1)c1ccccc1Br | 5 | 5 | -1 | -3 | 4 | -4 | 1.5 | 4 | 6
CC(C)c1nnc(NC(=O)CSc2nnc(NC(=O)c3c(F)cccc3F)s2)s1 | 15 | 7 | -3 | 7 | -1 | -1 | 0.3 | 5 | 0
Cc1cccc(-c2nc(CS(=O)CC(=O)NCc3ccco3)c(C)o2)c1 (stereo not given) | 5 | 7 | 7 | 3 | 0 | 2 | -5.4 | 3 | 3
COC(=O)c1ccc(NC(=O)COc2cccc(-n3cnnn3)c2)cc1 | 4 | 3 | 3 | 1 | 5 | -11 | -7.8 | 4 | -1
COC(=O)Cn1ccc(N(C)C)c(C#N)c1=O | 2 | 7 | 7 | 0 | 4 | -4 | 0.1 | -1 | 1
COc1ccccc1CNC(=O)COC(=O)[C@H](Cc1c[nH]c2ccccc12)NC(=O)c1cccs1 | 6 | 1 | 8 | 6 | 9 | 5 | 1.9 | 5 | 4
Cc1cc(C)nc(Nc2ccccc2Br)n1 | 7 | 4 | 2 | 4 | 7 | 4 | -5.4 | 0 | 2
COc1ccc(CNC(=O)COC(=O)c2ccccc2C(=O)c2ccccc2)cc1 | 4 | 1 | 4 | 2 | -4 | 9 | 0.9 | -1 | -3
O=C(Nc1cccs1)Nc1c(F)c(F)c(F)c(F)c1F | 7 | 3 | 3 | 6 | 8 | 7 | -0.6 | 8 | 0
CC(=O)n1cc([C@@H]2C=C(C(=O)Nc3ccccc3)O[C@H](OCCCCO)C2)c2ccccc21 | 7 | 1 | -2 | 57* | 6 | 3 | 1.6 | 6 | 5
CCn1nnnc1SCC(=O)NCc1ccc2c(c1)OCO2 | 3 | 6 | -7 | 3 | -2 | -2 | 0.9 | 5 | -7
COc1ccc2nc(SCC(=O)NCc3ccc(OC)c(OC)c3)[nH]c2c1 | -5 | 7 | 10 | 7 | -5 | 1 | 0.7 | -2 | -1
Cc1ccc(CN2CCN(Cc3ccco3)CC2)cc1 | 7 | 2 | -3 | -2 | 3 | -2 | -1.6 | 8 | 2
CC(C)CN1CCC(Oc2cccc(C(=O)NCCc3ccccc3)c2)CC1 | 1 | 1 | 3 | 2 | -2 | -2 | -5.8 | 3 | 7
CN(Cc1cn(C)nc1-c1ccc(Oc2ccccc2)cc1)C1CCOC1 (stereo not given) | -3 | 0 | 4 | 4 | 5 | -4 | -1.1 | 2 | 0
O=C(NCC(c1ccco1)N1CCCC1)c1cccc(NS(=O)(=O)c2ccc(Br)cc2)c1 (stereo not given) | 7 | 14 | 2 | -1 | 4 | 0 | -0.3 | 7 | -2

Next structures
canonical_smiles | MCL1 BIM primary | PAFAH1B2 inh | pPAFAH inh | AHR act | GLD-1 TGE inh | PME-1 inh | MEX-5 binding | BCLXL inh | Fam108B counter
CCCc1[nH]nc2c1C(c1cc(OC)cc(OC)c1)C(C#N)=C(N)O2 (stereo not given) | 12 | 5 | 1 | 4 | 0 | -3 | 1.9 | 8 | 7
O=C(NCc1ccccc1)C(=O)NCC1OCCN1C(=O)c1ccc(Cl)cc1 (stereo not given) | 2 | 1 | 6 | 0 | 2 | -1 | 2.2 | 9 | 3
Cc1cc(C)n(-c2nc(SCC(=O)O)c3c4c(sc3n2)CCCC4)n1 | -3 | . | 1 | 2 | -6 | -7 | 0.3 | -3 | 0
CCOc1cc(C(=O)N(C)Cc2cc3ccccc3[nH]c2=O)cc(OCC)c1OCC | 1 | 0 | 0 | 14 | -7 | -1 | 1.9 | 5 | -6
